# Compound activity: PubChem BioAssay, several laboratories
# FAS TE block: blocks the thioesterase domain of human fatty acid synthase. recombinant FAS-TE, OMFH fluorogenic substrate, fluorescence endpoint. 360,000 tested, 0.67% active. inhibition, % at 15 µM. P49327;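 active = compounds whose normalised, plate-corrected inhibition of enzyme fluorescence in the single-dose primary screen is 50% or more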;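 note: 0% = DMSO with enzyme and 100% = substrate without enzyme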
# Tb MetRS inh: blocks T. brucei methionyl-tRNA synthetase activity; AID 624268; 360,000 tested, 0.4% active; purified T. brucei MetRS, ATP depletion, Kinase-Glo luminescence; inhibition, % at 11.9 µM;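 active = inhibition above a per-plate cutoff of the control wells' mean inhibition plus 3 SD, cut at about 5.5% in these data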;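 note: 0% = DMSO wells median and 100% = median of wells with control inhibitor compound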
#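 Assay system: T. brucei methionyl-tRNA synthetase, purified | Medium: HEPES buffer with MgCl2, KCl, DTT, spermine, BSA, pyrophosphatase | Compound: 11.9 µM single point | Incubation: 15 min enzyme-compound preincubation, 2 h reaction, 10 min detection, 25 °C | Measured by: Kinase-Glo luciferase luminescence reporting remaining unconsumed ATP | Measure: % inhibition normalized to control-well medians | Replication: Singlicate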
# PABP1 MLLE inh: inhibitors of microRNA-mediated deadenylation, human PABP1 MLLE binding. P11940. GST-MLLE / FITC-PAM2 fluorescence polarization. inhibition, % at 20 µM. 360,000 tested, 0.36% active. AID 588489; in the data active = inhibition above about 35%, passing the limit was not always enough;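 note: plate controls were DMSO wells with GST-MLLE for no effect and wells lacking GST-MLLE protein for full effect; some results filed as inactive read as strong as hits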
# Rin1 Abl inh: human Rin1-Abl interaction inhibition. P00519+Q13671. inhibition, % at 7.35 µM. TR-FRET Rin1/Abl binding, biochemical. AID 588664. 360,000 tested, 0.4% active; in the data active = inhibition above about 5%, passing the limit was not always enough
# Neddylation inh: blocks human cullin neddylation. TR-FRET cullin neddylation, biochemical. 360,000 tested, 0.58% active. calls only at 25 µM. P61081+Q13564; in the data active = inhibition above about 36%
# Target sequence (P61081 whole entry, looked up): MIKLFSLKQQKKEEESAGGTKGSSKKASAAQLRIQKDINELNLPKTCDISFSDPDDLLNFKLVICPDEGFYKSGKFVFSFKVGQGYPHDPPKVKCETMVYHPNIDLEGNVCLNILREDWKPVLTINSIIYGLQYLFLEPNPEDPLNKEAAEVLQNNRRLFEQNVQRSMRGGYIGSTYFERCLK
# Target sequence (Q13564 whole entry, looked up): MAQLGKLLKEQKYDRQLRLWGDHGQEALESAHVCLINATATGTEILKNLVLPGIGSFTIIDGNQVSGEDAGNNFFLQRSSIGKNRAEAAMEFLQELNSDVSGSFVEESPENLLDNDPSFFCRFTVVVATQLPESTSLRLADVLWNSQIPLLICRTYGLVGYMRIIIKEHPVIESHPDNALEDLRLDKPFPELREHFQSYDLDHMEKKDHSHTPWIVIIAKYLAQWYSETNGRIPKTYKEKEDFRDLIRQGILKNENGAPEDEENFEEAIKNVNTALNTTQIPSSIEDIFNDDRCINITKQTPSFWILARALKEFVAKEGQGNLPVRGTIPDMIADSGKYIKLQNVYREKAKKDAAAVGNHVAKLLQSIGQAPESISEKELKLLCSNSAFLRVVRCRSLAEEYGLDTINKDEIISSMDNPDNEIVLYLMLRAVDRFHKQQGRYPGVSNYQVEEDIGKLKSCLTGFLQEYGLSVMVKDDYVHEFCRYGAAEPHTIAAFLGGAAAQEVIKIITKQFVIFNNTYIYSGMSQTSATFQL
# CSN inh: blocks human CSN-mediated cullin deneddylation | 360,000 tested, 0.38% active | inhibition, % at 12.5 µM | Q92905 | AID 651999 | Purified CSN, SCF-Nedd8-OG deneddylation, fluorescence polarization;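 active = pattern-corrected inhibition above about 35%, with an unprinted fluorescence ratio check between 0.5 and 1.5, limit read from the data, passing the limit was not always enough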;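 note: 0% = enzyme with substrate and 100% = substrate without enzyme; some results filed as inactive read as strong as hits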
# Target sequence (Q92905 whole entry, looked up, one chain of several): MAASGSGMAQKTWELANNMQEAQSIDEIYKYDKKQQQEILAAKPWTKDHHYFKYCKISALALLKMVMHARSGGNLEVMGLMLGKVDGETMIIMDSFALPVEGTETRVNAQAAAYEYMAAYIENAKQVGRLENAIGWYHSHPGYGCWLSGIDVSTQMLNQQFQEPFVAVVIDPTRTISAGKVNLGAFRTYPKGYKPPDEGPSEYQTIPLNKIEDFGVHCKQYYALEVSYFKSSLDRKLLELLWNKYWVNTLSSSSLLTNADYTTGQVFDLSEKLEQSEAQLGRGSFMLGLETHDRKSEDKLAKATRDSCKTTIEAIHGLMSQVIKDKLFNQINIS
#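 Assay system: purified human Csn5 enzyme expressed in HEK293T cells; measure: % inhibition; also added: SCFSkp2-Nedd8OG substrate at 10 nM final; technique: fluorescence polarization; times: reaction 90 min, room temperature; medium: Tris buffer pH 7.5, NaCl, DTT, Tween-20, trehalose, ovalbumin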
# eLon inh: inhibitors of E. coli Lon protease | 360,000 tested, 0.42% active | inhibition, % at 7.94 µM | purified E. coli Lon protease, fluorescence polarization | AID 602123; in the data active = inhibition above about 13%, passing the limit was not always enough;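 note: 0% = enzyme with probe and DMSO and 100% = no enzyme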
# MsrA act: bovine methionine sulfoxide reductase A activation. purified bovine MsrA, absorbance read-out. activation, % at 10.6 µM. 360,000 tested, 0.3% active. AID 602163; in the data active = activation above about 7.5%;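 note: 0% = vehicle and 100% = reference activator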
# MsrA inh: inhibits bovine methionine sulfoxide reductase A. purified bovine MsrA, absorbance read-out. inhibition, % at 15.5 µM. 360,000 tested, 0.75% active; in the data active = inhibition above about 4.5%;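 note: 0% = vehicle wells with enzyme and 100% = reference inhibitor wells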
# Numbers without * were called inactive; i = inactive; · = no result given; + = active, no number.
no.	SMILES	FAS TE block	Tb MetRS inh	PABP1 MLLE inh	Rin1 Abl inh	Neddylation inh
1	COc1ccc(NC(=O)CN(C)C(=O)c2cccc3ccccc23)cc1	-4	-0.2	5	1	i
2	CCOC(=O)c1cc(-c2csc(-c3cccc(Cl)c3)n2)on1	7	-0.7	-2	1	i
3	COc1ccc(C2=Nn3c(nnc3-c3ccccc3Cl)SC2)cc1OCC1CC1	-3	-0.3	-29	-1	i
4	O=C(c1ccc(S(=O)(=O)N2CCOCC2)cc1)N1CCN(c2ccc(F)cc2)CC1	0	0.5	-6	6	i
5	COc1cccc(C(=O)N(Cc2ccco2)Cc2cc3cccc(C)c3[nH]c2=O)c1	2	0.0	-6	-3	i
6	COc1ccc(-c2noc(CCC(=O)N3CCN(c4ccc(F)cc4)CC3)n2)cc1	-6	-0.4	3	-2	i
7	CC(C)(C)C(=O)Nc1nc(NC(=O)C(C)(C)C)nc(-c2ccccc2Cl)n1	-5	-0.4	-4	2	i
8	CC(NC(=O)COc1cccc(Br)c1)C(=O)O (centres undefined)	-9	-1.0	-3	0	i
9	CCc1cccc(CC)c1NC(=S)Nc1ccccc1	-10	-0.5	21	-3	i
10	Cc1c(NC(=O)c2ccc(-c3ccc([N+](=O)[O-])cc3Cl)o2)c(=O)n(-c2ccccc2)n1C	18	-0.3	6	0	i
11	Cc1ccc2c(c1)sc1nc(=O)n(-c3ccc(Cl)c(Cl)c3)c(=O)n12	-4	-0.5	-2	-3	i
12	COc1ccc(C(=O)N[C@H](C(=O)Nc2ccc(OC)nc2)C(C)C)cc1	-7	0.0	3	-2	i

no.	CSN inh	eLon inh	MsrA act	MsrA inh
1	-4	-4	0	-1.5
2	2	7	-4	0.5
3	0	-5	-3	1.5
4	-4	-5	6	0.3
5	3	-2	-4	0.4
6	1	1	-9	2.2
7	3	0	1	-0.9
8	1	7	2	1.3
9	3	1	-4	-0.4
10	-7	0	-11	3.1
11	-2	-6	-1	-0.3
12	-7	6	0	-0.6

# (listing goes on)
no.	SMILES	FAS TE block	Tb MetRS inh	PABP1 MLLE inh	Rin1 Abl inh	Neddylation inh
13	C=C1C[C@H](O[C@@H]2O[C@H](CO)[C@@H](O)[C@H](O)[C@H]2O)[C@@H]2[C@H](OC(=O)[C@H]2C)[C@H]2[C@H](C)[C@@H](O)C[C@@H]12	-8	-0.1	-6	1	i
14	O=C(NCC(c1ccco1)N1CCc2ccccc21)C(=O)Nc1ccc(F)cc1F (centres undefined)	20	-0.2	-1	4	i
15	COc1ccc(CCNc2nc(-c3ccc(F)cc3)c(CC(=O)O)s2)cc1OC	-4	0.0	-53	6	i
16	COc1ccc(NC(=S)NC(=O)c2cccnc2)cc1	-3	-0.9	24	2	i
17	O=C(CCCSc1ccc(Cl)cc1)Nc1ccccc1O	10	18*	-10	4	i
18	COc1ccc(N(CC(=O)Nc2ccc(OC)c(OC)c2)S(=O)(=O)c2ccccc2)cc1Cl	24	-0.9	0	-2	i
19	CN(N)c1nc(C(F)(F)F)nc2ccccc12	-1	-0.9	-2	2	i
20	CC1(C)CC(=O)C(C=Nc2ccc(N)cc2)=C(O)C1	-5	2.9	0	1	i
21	O=C(NCc1csc(-c2cccs2)n1)c1ccccc1	1	-0.2	-3	-4	i
22	Cc1c(CCOC(=O)C23CC4CC(CC(C)(C4)C2)C3)sc[n+]1CC(=O)c1ccccc1	24	-0.5	27	0	i
23	O=C(NCc1ccc2c(c1)OCO2)c1nc(Cn2ccc([N+](=O)[O-])n2)no1	-1	-0.2	17	2	i
24	O=C(NCCc1ccccc1)C(=Cc1ccc(C(=O)O)cc1)C(=O)NCCc1ccccc1	-2	-0.6	0	-1	i

no.	CSN inh	eLon inh	MsrA act	MsrA inh
13	-2	-6	-2	-0.8
14	-4	4	1	-0.9
15	32	-48	1	-0.8
16	5	-3	-4	1.3
17	-1	2	0	·
18	9	-2	-3	1.4
19	-10	-3	-5	0.7
20	-7	5	-3	2.9
21	2	10	-8	0.1
22	-4	-9	0	-0.6
23	4	-5	0	0.7
24	2	-10	-3	-0.3

# Additional structures:
no.	SMILES	FAS TE block	Tb MetRS inh	PABP1 MLLE inh	Rin1 Abl inh	Neddylation inh
25	COc1ccc(NC(=O)CSc2nnc3c4c(nc(-c5ccccc5)n23)CC(C)(C)OC4)cc1	-3	-0.3	-2	1	i
26	Cc1cc(NC(=O)COC(=O)c2cnccn2)ccc1Br	-1	-0.4	-14	0	i
27	O=C1C(Oc2ccc(Cl)cc2)C(c2ccc3c(c2)OCO3)N1CC1CCCO1 (centres undefined)	29	-1.3	7	2	i
28	O=C(Nc1cnc2ccccc2c1)N1CCOCC1	-2	0.2	1	0	i
29	Cc1ccsc1C(=O)OCC(=O)N(C)C1CCCCC1	-6	0.5	0	6	i
30	Cc1cc(N2CCN(C)CC2)nc2ccc(NC(=O)CCC(=O)NCc3ccco3)cc12	-5	-0.6	-3	-4	+
31	COc1ccccc1-n1c(N)cc(=O)nc1SCC(=O)Nc1cc(C)on1	-4	-0.3	7	-4	i
32	Cc1ccccc1C(=O)c1cccn1CC(=O)NC(C)c1ccccc1 (centres undefined)	0	-0.2	-16	-3	i
33	Cc1ccc(NC(=O)CSc2nnc(-c3ccco3)c(-c3ccco3)n2)cc1	1	-0.5	21	3	i
34	CCN(CC(=O)NCc1cccs1)c1ccc(S(=O)(=O)N2CCCC2)cn1	-6	-0.4	2	-4	i
35	Cc1cc(C)c2c(CC(=O)Nc3nccs3)coc2c1	-1	-0.5	2	-2	i
36	CCCCn1c(CCNC(=O)c2cccs2)nc2ccccc21	-4	0.0	-1	2	i

no.	CSN inh	eLon inh	MsrA act	MsrA inh
25	-5	-11	-2	-0.1
26	0	10	0	-0.3
27	11	1	-4	0.8
28	-2	-4	-1	0.7
29	-2	10	-3	0.8
30	1	1	-4	3.2
31	0	6	-9	-0.8
32	1	-13	-2	0.0
33	23	161*	-1	1.2
34	3	-8	-5	-0.2
35	-3	2	-10	0.9
36	6	-5	-9	0.2

# (more compounds)
no.	SMILES	FAS TE block	Tb MetRS inh	PABP1 MLLE inh	Rin1 Abl inh	Neddylation inh
37	CCS(=O)(=O)N1CCC(C(=O)Nc2ccc(C(C)=O)cc2)CC1	-6	-0.1	-15	4	i
38	CCOC(=O)C1(CCOc2ccccc2)CCN(Cc2cc(OC)c(O)c(OC)c2)CC1	-4	-0.2	5	-3	i
39	Cc1cccc(NC(=O)Nc2ccc(Cl)c(Cl)c2)n1	-2	-0.4	5	-2	i
40	NC(=O)CC(NC(=O)Cc1cccc2ccccc12)c1ccc(N2CCN(c3ccc(F)cc3)CC2)c([N+](=O)[O-])c1 (centres undefined)	-1	-0.4	-4	3	i
41	CCC(Sc1nc(-c2cccc(OC)c2)c(C#N)c(=O)[nH]1)C(=O)Nc1nnc(C(C)C)s1 (centres undefined)	3	0.1	6	-1	i
42	COc1ccc(OC)c(Nc2nc3nonc3nc2N2CCCCC2)c1	-9	0.1	-80	-2	i
43	Cc1cc(Cl)ccc1OCC(=O)NNC(=O)c1cccnc1	-4	-0.2	-10	5	i
44	CCCn1c(C)nc2c(c1=O)c1nc3ccccc3nc1n2CCC1=CCCCC1	6	-1.2	31	2	·
45	COc1ccc(CNC(=O)C(C)OC(=O)C23CC4CC(CC(O)(C4)C2)C3)cc1 (centres undefined)	-7	-0.1	-4	-3	i
46	Cn1c(=O)c(=O)n(C)c2cc(S(=O)(=O)CCC(=O)N3CCCCC3)ccc21	-2	-0.6	3	-1	i
47	CCc1nn(CC(=O)N2CCN(c3cc(C)ccc3C)CC2)c(=O)c2cc3occc3n12	-5	0.0	-3	0	i
48	CN(C)/C(Cn1cncn1)=C1/N=C(c2c(F)cccc2F)OC1=O	-13	0.1	-70	-6	i

no.	CSN inh	eLon inh	MsrA act	MsrA inh
37	1	-5	-2	0.1
38	1	11	1	-0.7
39	-7	-6	-2	-0.7
40	-3	-2	-2	0.3
41	-2	15	-3	2.5
42	10	-1	-6	-0.9
43	-5	9	-7	0.0
44	-1	-6	-1	2.8
45	-3	-4	-3	-0.3
46	1	1	-2	0.5
47	-4	-6	-2	0.0
48	0	-7	-4	3.3

# An excerpt of these results, with two lines to a compound:
# Every second line gives: FAS TE block | Tb MetRS inh | PABP1 MLLE inh | Rin1 Abl inh | Neddylation inh | CSN inh | eLon inh | MsrA act | MsrA inh
37: CCS(=O)(=O)N1CCC(C(=O)Nc2ccc(C(C)=O)cc2)CC1
→ -6 | -0.1 | -15 | 4 | i | 1 | -5 | -2 | 0.1
38: CCOC(=O)C1(CCOc2ccccc2)CCN(Cc2cc(OC)c(O)c(OC)c2)CC1
→ -4 | -0.2 | 5 | -3 | i | 1 | 11 | 1 | -0.7
39: Cc1cccc(NC(=O)Nc2ccc(Cl)c(Cl)c2)n1
→ -2 | -0.4 | 5 | -2 | i | -7 | -6 | -2 | -0.7
40: NC(=O)CC(NC(=O)Cc1cccc2ccccc12)c1ccc(N2CCN(c3ccc(F)cc3)CC2)c([N+](=O)[O-])c1 (centres undefined)
→ -1 | -0.4 | -4 | 3 | i | -3 | -2 | -2 | 0.3
41: CCC(Sc1nc(-c2cccc(OC)c2)c(C#N)c(=O)[nH]1)C(=O)Nc1nnc(C(C)C)s1 (centres undefined)
→ 3 | 0.1 | 6 | -1 | i | -2 | 15 | -3 | 2.5
42: COc1ccc(OC)c(Nc2nc3nonc3nc2N2CCCCC2)c1
→ -9 | 0.1 | -80 | -2 | i | 10 | -1 | -6 | -0.9
43: Cc1cc(Cl)ccc1OCC(=O)NNC(=O)c1cccnc1
→ -4 | -0.2 | -10 | 5 | i | -5 | 9 | -7 | 0.0
44: CCCn1c(C)nc2c(c1=O)c1nc3ccccc3nc1n2CCC1=CCCCC1
→ 6 | -1.2 | 31 | 2 | · | -1 | -6 | -1 | 2.8

# (listing goes on)
no.	SMILES	FAS TE block	Tb MetRS inh	PABP1 MLLE inh	Rin1 Abl inh	Neddylation inh
49	COc1ccccc1/C=C/C=N/NC(=O)CCn1cnc2ccccc21	-1	0.5	2	-4	i
50	COc1ccc(-c2nc(N)ncc2Oc2ccccc2Br)c(O)c1	10	0.3	9	2	i
51	CCN1C(=O)c2cccc3c(S(=O)(=O)Nc4ncccc4C)ccc1c23	-2	-0.6	5	-8	+
52	COc1cccc(C(=O)Nn2cnnc2)c1OC	-6	-0.4	-12	-1	i
53	CC1CCCC(C)N1C(=O)CN1CCN(c2nc(-c3ccc(F)cc3)cs2)CC1 (centres undefined)	16	-0.2	-8	-1	i
54	COc1ccc(Cc2nnc(Nc3ccccc3OC)[nH]c2=O)cc1	-15	0.4	-12	0	i
55	CCN(Cc1ccccc1)C(c1ccc(Cl)cc1)c1nnnn1C(C)(C)C (centres undefined)	27	0.1	-1	-2	i
56	CCOC(=O)N1CCN(C(=O)CN(C)S(=O)(=O)c2ccc(Cl)cc2)CC1	-16	0.5	6	5	i

no.	CSN inh	eLon inh	MsrA act	MsrA inh
49	0	1	-5	2.5
50	-5	8	0	0.7
51	-1	5	-1	1.0
52	-2	2	-2	0.5
53	-5	7	-1	-0.9
54	-4	2	1	-0.3
55	-1	-3	1	0.7
56	1	-4	-3	-0.1
